Rv3671c protease: Rv3671c (M. tuberculosis) protease inhibition; P9WHR9; inhibition, % at 5.96 µM; actives 0.048% (n = 320,000); in the data active = inhibition above about 38%;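 also: extracellular domain of Rv3671c used as enzyme; 0% = enzyme with DMSO and 100% = no enzyme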
PriA SSB inh: inhibitors of Klebsiella pneumoniae PriA binding to SSB C-terminal tail; AlphaScreen SSBct-PriA binding, biotinylated peptide; inhibition, % at 33 µM; actives 0.6% (n = 430,000); AID 1272365; in the data active = inhibition mostly above about 37%, no sharp cut-off; inactive = mostly below about 20%;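 also: plate controls were negative control peptide for no effect and reference peptide for full effect; strong numbers were not always called active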
3CLpro inhibitor: SARS-CoV 3CLpro protease inhibition | P0C6X7 | recombinant SARS-CoV 3CLpro, quenched FRET peptide cleavage | inhibition, % at 6 µM | actives 0.14% (n = 290,000) | AID 1706; in the data active = inhibition above about 12%
Y pestis TopoI: Y. pestis Topo-I inhibition via cleavage products; Y. pestis Topo-I cleavage product accumulation, plate reader; activity, % at 10 µM; actives 0.064% (n = 360,000); AID 504884; in the data active = activity above about 50%, passing the limit was not always enough; also: inactives centre near 2
PfHsp40 yeast: restores yeast growth despite PfHsp40 toxicity; AID 504582; actives 0.68% (n = 340,000); growth rescue, % at 12.5 µM; S. cerevisiae expressing PfHsp40, growth rescue, ATP luminescence; in the data active = growth rescue above about 28%, passing the limit was not always enough;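 also: yeast W303a lacking pdr1 and pdr3 grown in galactose medium; growth measured after three days at 30 °C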
Anthrax LF inh2: anthrax lethal factor protease inhibition | actives 0.12% (n = 360,000) | inhibition, % at 10 µM | P15917 | multiplex microsphere protease cleavage assay, LF; in the data active = inhibition above about 30%; also: plate controls were buffer without enzyme for full effect and enzyme alone for no effect
Target sequence (P15917 whole entry, looked up): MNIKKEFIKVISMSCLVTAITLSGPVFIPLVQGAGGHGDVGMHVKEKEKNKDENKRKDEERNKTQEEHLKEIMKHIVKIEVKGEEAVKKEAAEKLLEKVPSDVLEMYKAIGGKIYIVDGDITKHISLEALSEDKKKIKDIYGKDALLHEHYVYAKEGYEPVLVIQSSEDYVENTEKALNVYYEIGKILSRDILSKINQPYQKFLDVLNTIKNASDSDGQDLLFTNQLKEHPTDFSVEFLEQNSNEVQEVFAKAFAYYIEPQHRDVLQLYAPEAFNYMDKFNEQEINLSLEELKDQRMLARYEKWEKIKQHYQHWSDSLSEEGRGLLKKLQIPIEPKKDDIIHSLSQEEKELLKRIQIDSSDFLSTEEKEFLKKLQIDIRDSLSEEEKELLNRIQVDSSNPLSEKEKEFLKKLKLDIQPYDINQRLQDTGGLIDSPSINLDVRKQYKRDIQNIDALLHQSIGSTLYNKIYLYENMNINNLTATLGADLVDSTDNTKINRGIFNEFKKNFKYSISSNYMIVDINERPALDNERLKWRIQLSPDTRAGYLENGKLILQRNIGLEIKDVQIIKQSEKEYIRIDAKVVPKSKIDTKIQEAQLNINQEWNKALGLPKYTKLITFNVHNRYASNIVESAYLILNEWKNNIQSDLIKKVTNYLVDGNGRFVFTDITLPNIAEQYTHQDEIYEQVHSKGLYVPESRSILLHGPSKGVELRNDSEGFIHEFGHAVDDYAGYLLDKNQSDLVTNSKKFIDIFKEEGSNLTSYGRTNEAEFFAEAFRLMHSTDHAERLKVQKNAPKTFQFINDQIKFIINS
MazEF act: MazEF (E. coli) toxin RNase activation | FAM/BHQ RNA-DNA oligo cleavage fluorescence, 5 h | actives 0.32% (n = 350,000) | P0AE70 | AID 504720 | activation, % at 20 µM; in the data active = activation above about 50%
TcdB GH inh: TcdB glycohydrolase inhibition. actives 0.24% (n = 350,000). AID 652162. P18177. TcdB glycohydrolase enzymatic assay, plate reader. inhibition, % at 9.99 µM; in the data active = inhibition above about 10%
BH1578 lux ind: induces V. cholerae light production without autoinducers. V. cholerae BH1578 lux reporter, luminescence, 6 h. activation, % at 18.7 µM. actives 0.16% (n = 350,000). AID 588436; in the data active = activation mostly above about 9.7%, no sharp cut-off; also: not every result past the cut was called active; inactives centre near 0; reference of the scale not given here
VHR inh abs: inhibitors of human VHR1 phosphatase (DUSP3) | P51452 | recombinant VHR phosphatase, pNPP absorbance | inhibition, % at 13.3 µM | actives 0.52% (n = 290,000) | AID 1654; in the data active = inhibition above about 50%; also: some compounds called inactive have numbers as strong as hits
Target sequence (P51452 whole entry, looked up): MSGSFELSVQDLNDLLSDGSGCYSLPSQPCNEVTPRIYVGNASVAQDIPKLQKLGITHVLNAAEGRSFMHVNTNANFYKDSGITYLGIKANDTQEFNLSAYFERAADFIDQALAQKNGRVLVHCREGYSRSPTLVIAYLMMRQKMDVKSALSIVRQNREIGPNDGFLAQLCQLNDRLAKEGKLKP
The depositor's hits bear a star; i = inactive; . = not tested or not shown. Not all compounds are listed; count on the stated rates, not on these rows.

SMILES	Rv3671c protease	PriA SSB inh	3CLpro inhibitor	Y pestis TopoI	PfHsp40 yeast	Anthrax LF inh2	MazEF act	TcdB GH inh	BH1578 lux ind	VHR inh abs
Cc1ccc(NC(=O)C(c2ccc(Cl)cc2Cl)N2CCCC2)cc1 (stereo unspecified)	-10	-16	0	5	-0.3	-4	-4	-0.5	-0.1	30
CC(C)CNS(=O)(=O)c1ccc(CCC(=O)NC2CCCCC2)cc1	5	-5	.	15	20	59*	14	0.7	-0.5	.
COC(=O)COC(=O)c1ccc(O)cc1	-3	-2	0	-7	-0.1	0	2	.	-0.7	8
Cc1ccc(NC(=O)C2CC(=O)OC23CCOC(C)(C)C3)cc1 (stereo unspecified)	-2	-4	5	0	-0.5	-7	-4	.	-1.7	-2
Nc1nc(N2CCN(Cc3ccccc3)CC2)n[nH]1	-8	-1	-7	9	-1.8	-10	-15	0.5	-0.1	7
CC(=O)/C(=N/Nc1ccc(Br)cc1)Sc1cccc2cccnc12	-14	.	3	21	-0.2	2	5	0.4	-0.1	13
CCCNC(=O)C1(C)CCCN(C(=O)/C=C/c2ccccc2)C1 (stereo unspecified)	.	.	.	3	.	-7	.	0.1	-0.1	.
CCCCn1c(NCc2ccccn2)nc2ccccc21	2	0	-9	3	-0.2	-4	7	.	i	8
CCN1CCN(c2ccc(S(=O)(=O)N3CCCCC3)cc2NC(=O)/C=C/c2ccc(OC)c(OC)c2)CC1	-10	2	.	-10	-0.7	0	10	0.0	-5.6	.
COc1ccc(C(CNC(=O)CCC(=O)c2ccc(C)s2)N2CCOCC2)cc1 (stereo unspecified)	-1	-6	.	-1	1.4	-4	-7	-0.4	-2.0	.
COc1ccc(Cl)cc1NC(=O)c1cccc(NC(=O)CCC(=O)O)c1	-2	-2	4	3	-0.7	-3	-3	1.7	-0.4	5
O=C(CN1CCC(n2cnc3cc(F)ccc32)CC1)Nc1ccccc1Br	-8	-2	6	6	1.5	-2	2	-1.0	-0.3	18
COCCSc1nnc(NC(=O)COc2ccc3c(c2)OCO3)s1	4	-12	0	4	-0.2	1	2	-0.6	-0.4	36
Cc1cc(C(=O)OCC(=O)N2CCOCC2)c2ccccc2n1	-2	-10	3	-3	-0.6	0	0	.	-0.2	19
N#CC1=C2SCC(O)(c3ccccc3)N2C(=O)CC1c1cccs1 (stereo unspecified)	-14	1	-1	-7	1.0	-6	-13	0.9	-0.2	12
CC(=O)c1cnc2cc(-c3ccc(C)cc3)nn2c1C	-4	1	-2	10	1.5	-3	3	.	-1.9	35
COC(=O)Cn1c(=NC(=O)CSC(C)=O)sc2ccccc21	-6	-12	0	-2	0.2	-1	7	-0.1	-0.2	21
COc1cc(-c2cc(C(=O)Nc3ccc(O)cc3)c3ccccc3n2)cc(OC)c1OC	-6	22	5	-2	1.9	-3	8	3.6	3.7	13
CCn1c(=O)n(CC(=O)N2CC(C)CC(C)C2)c(=O)c2ccccc21 (stereo unspecified)	4	3	-1	4	0.7	-3	3	.	-0.2	3
O=C(Nc1c2c(nn1-c1ccc([N+](=O)[O-])cc1)CS(=O)(=O)C2)C1CC1	0	-2	0	3	-1.5	-2	11	-1.1	-0.5	-14
Cc1ccc(CNc2ccc3c(c2)nc(C)n3C)cc1	4	-7	-2	-3	1.0	-8	-2	1.1	-0.7	47
COc1ccc(-c2[nH]c(-c3ccc(C(=O)O)cc3)nc2-c2ccccc2)cc1	5	8	3	4	-0.3	-19	1	.	-0.2	23
CC(C)NC(=O)C1(c2ccccc2)CC1(Cl)Cl (stereo unspecified)	4	-8	1	1	-0.2	1	-8	.	i	7
CN(C)C(=O)c1ccccc1-c1ccccc1	1	-13	0	-3	-0.3	-1	0	.	-0.2	-8
COc1cccc(CN(C)C(=O)c2sccc2-c2ccccc2)c1OC	-2	-7	2	37	1.2	-2	-1	0.8	3.6	22
CCSc1nc2ccc(C)cc2cc1C#N	9	-20	1	8	-0.4	2	-2	8.9	-0.3	27
COc1ccc(NC(=S)NCCN2CCOCC2)cc1	3	-4	4	3	0.5	0	4	1.6	3.2	25
COc1ccccc1/C=C/C1NC(=O)NC(C)=C1C(=O)OC(C)C (stereo unspecified)	4	-11	-2	-3	-1.8	-1	-2	1.4	i	14
COCCN(C(=O)C(C)N1C(=O)c2ccccc2C1=O)c1c(N)n(CC(C)C)c(=O)[nH]c1=O (stereo unspecified)	.	1	.	5	-0.4	0	7	-1.2	i	.
O=C(Nc1cccnc1)C1(c2ccccc2)CCCC1	6	-10	-2	3	-1.3	2	23	.	-0.6	-8
CCOC(=O)C1=C(C)Nc2ccccc2N=C1NC(=O)Cc1ccc(OC)cc1	-7	-18	-1	-4	1.1	-4	1	.	-1.0	51*
Cc1ccccc1CNC(=O)c1ccc2ccccc2n1	-5	-8	-3	34	0.2	-2	-1	-0.9	-0.5	21
COc1cc(CNC(=O)c2cc(-c3ccc(F)cc3C)n[nH]2)cc(OC)c1	.	.	.	12	.	5	.	0.4	-4.5	.
COc1ccc(-c2ccc(C(=O)Nc3cccc(C(C)=O)c3)c3occc23)c(C)c1	.	.	.	4	.	-1	.	-5.0	5.8	.
CC(C)n1nc(C(=O)N2CCN(S(=O)(=O)c3cccs3)CC2)c2ccccc2c1=O	9	.	-3	.	.	.	.	0.3	.	-20
CCOc1ccc(NC(=O)c2c(C)nn(Cc3ccccc3)c2Cl)cc1	1	-6	-1	-5	1.0	-8	-1	.	-1.6	14
COc1cccc(CN(CC2CCCO2)S(=O)(=O)c2ccc(S(=O)(=O)N(C)C)cc2)c1 (stereo unspecified)	-3	-11	-4	2	-0.6	-2	-4	.	i	-2
Cc1cccc(NC(=O)CN2C(=O)N/C(=C/c3cc(C)n(-c4ccncc4)c3C)C2=O)c1	-23	0	0	5	-1.0	-2	21	0.7	-3.6	-5
Cc1ccc(-c2c(C)cc3oc(=O)cc(-c4ccccc4)c3c2C)cc1	.	-1	.	19	-0.7	7	3	0.5	-1.5	.
C=CCN1CCN(C(c2ccccc2)c2nnnn2CCC(C)C)CC1 (stereo unspecified)	5	-12	-4	7	-0.3	1	0	.	-0.8	14

An excerpt from the list above, as a working copy:
SMILES	Rv3671c protease	PriA SSB inh	3CLpro inhibitor	Y pestis TopoI	PfHsp40 yeast	Anthrax LF inh2	MazEF act	TcdB GH inh	BH1578 lux ind	VHR inh abs
Cc1ccc(-c2c(C)cc3oc(=O)cc(-c4ccccc4)c3c2C)cc1	.	-1	.	19	-0.7	7	3	0.5	-1.5	.
C=CCN1CCN(C(c2ccccc2)c2nnnn2CCC(C)C)CC1 (stereo unspecified)	5	-12	-4	7	-0.3	1	0	.	-0.8	14

More compounds:
SMILES	Rv3671c protease	PriA SSB inh	3CLpro inhibitor	Y pestis TopoI	PfHsp40 yeast	Anthrax LF inh2	MazEF act	TcdB GH inh	BH1578 lux ind	VHR inh abs
COC(=O)[C@@H]1C[C@H]2CC[C@H](O)C[C@H]2N1Cc1ccc(N2CCN(C)CC2)cc1	-4	11	.	-12	0.0	-8	1	0.9	0.8	22
COc1cccc(CNC(=O)C2CCCN(c3nn4c(=O)cc(C)nc4s3)C2)c1 (stereo unspecified)	4	-15	2	6	-0.9	-6	3	.	-2.1	18
CCCCCCCCCCCCN1[C@@H](CC(=O)OC)c2cc(C(F)(F)F)ccc2S1(=O)=O	-3	-11	.	28	4.4	-8	-2	.	-1.4	.
CCOc1ccccc1Nc1nc(N)nc(CN2CCCCC2C)n1 (stereo unspecified)	-7	-13	-1	4	3.7	0	2	0.6	-0.1	4
CCOc1cc(C2CC(=O)NC3=C2C(=O)C(C(=O)OC)C(C)C3)cc(Br)c1O (stereo unspecified)	6	-23	2	-3	-0.2	-1	1	.	0.7	-4
O=c1[nH]c(=O)c2nc3ccccc3nc2[nH]1	-6	-1	.	10	-1.1	-2	-117	1.3	i	.
Cc1cc(/C=N/NC(=O)c2c(Br)cnn2C)c(C)n1-c1cccc(Br)c1	2	.	0	9	-0.3	-4	-5	0.3	-0.2	-5
Cc1ccc(NC(=O)Cc2nc(CN(C)CC(=O)Nc3ccc(C)cc3)cs2)cc1	-7	9	.	9	-0.8	3	3	2.1	-0.3	.
O=C(c1cc(-c2ccc(Cl)cc2)n(-c2ccc(Cl)c(Cl)c2)n1)N1CCOCC1	7	-16	4	-2	-1.2	0	-7	.	0.9	-11
Cc1ccc(CNC(=O)CC(C)S(=O)(=O)c2cc3c(cc2C)NC(=O)CO3)cc1 (stereo unspecified)	10	-13	0	-11	0.8	-7	15	0.6	-0.2	21
COCCN(C(=O)c1ccc(N2C(=O)c3ccccc3C2=O)cc1)c1c(N)n(CC(C)C)c(=O)[nH]c1=O	.	11	.	-1	-1.9	6	-11	-1.3	2.9	.
Cc1cc(C)c(NC(=O)COC(=O)C2CCC2)c(Cl)c1	-5	-1	-2	1	0.1	-1	1	-1.6	0.7	5
O=C(O)CCS(=O)(=O)c1ccccc1Cl	2	3	-6	-4	-1.5	-7	-11	0.2	-0.5	18
CCN1CCCC1CN(Cc1cc2ccc(C)cc2[nH]c1=O)C(=S)Nc1ccc(OC)cc1 (stereo unspecified)	6	9	2	4	-0.3	4	0	.	-1.8	6
CCOc1ncccc1C(=O)NNC(=O)c1ccccc1-n1cccc1	-9	-24	1	5	0.5	-3	-13	2.2	-0.7	-28
COc1ccc(CCNC(=O)c2cc(COc3c(C)cccc3C)on2)c(OC)c1	-1	-9	0	-12	-0.6	-3	2	0.4	2.0	6
CC(=O)C[C@H]1c2ccccc2S(=O)(=O)N1C1CCCC1	-19	-2	.	-8	-0.4	-8	7	-1.7	i	.
O=C(Nc1ccc(Cl)cn1)c1ccc2[nH]c(=O)c(=O)[nH]c2c1	-4	-8	-1	-10	-0.2	-5	2	0.4	3.1	1
CC(OC(=O)c1cc(=O)c2ccccc2o1)C(=O)c1ccccc1 (stereo unspecified)	-8	-7	.	-6	-0.4	-3	9	2.1	-2.4	.
COc1ccc(C)cc1C(=O)CCC(=O)NCCc1ccc(S(N)(=O)=O)cc1	-1	-9	3	4	-0.8	-12	2	0.7	i	-10
Cc1cccc(CCNS(=O)(=O)c2ccc3c(c2)n(C)c(=O)c(=O)n3C)c1	3	-4	-1	4	-0.6	2	3	1.5	-0.3	34
O=P(c1ccccc1)(c1ccccc1)c1nc(-c2ccccc2)oc1NCc1ccccc1	6	-8	-3	7	-1.5	-6	0	-1.2	-0.5	2
COc1ccc(N2CCN(C(=O)COc3ccc(Cl)cc3Cl)CC2)cc1	-1	-17	2	9	1.4	-6	-1	.	i	-2
COc1ccc(CNC(=O)c2ccc(SC)cc2OC)cc1	-9	-3	2	6	1.5	0	-10	.	-0.2	9
Cn1c(SCC(=O)Nc2cccc(C(=O)O)c2)nnc1-c1cc2cc(Br)ccc2o1	0	-3	7	5	2.6	13	5	-0.2	-0.2	25
Cn1c(=O)c(C(=O)CCl)c(N)n(Cc2ccccc2)c1=O	-21	-5	-1	5	-2.1	-8	-2	1.4	i	8
COc1cccc(N2CCN(C(=O)CCNS(=O)(=O)c3ccc(F)c(F)c3)CC2)c1	-3	-5	.	8	0.4	-2	6	1.2	i	.
CN(C)CCOC(=O)c1ccc2[nH]c3c(c2c1)CSCC3	0	-7	-1	-1	-1.9	-9	22	-0.2	-0.7	-1
CC(=O)N(CN1C(=O)CCC1=O)c1cccc(Cl)c1	-1	-17	4	-3	-1.2	-3	-3	0.9	-0.6	-5

Retrieved by compound from the list above, 3 records:
SMILES	Rv3671c protease	PriA SSB inh	3CLpro inhibitor	Y pestis TopoI	PfHsp40 yeast	Anthrax LF inh2	MazEF act	TcdB GH inh	BH1578 lux ind	VHR inh abs
CC(=O)N(CN1C(=O)CCC1=O)c1cccc(Cl)c1	-1	-17	4	-3	-1.2	-3	-3	0.9	-0.6	-5
Cn1c(SCC(=O)Nc2cccc(C(=O)O)c2)nnc1-c1cc2cc(Br)ccc2o1	0	-3	7	5	2.6	13	5	-0.2	-0.2	25
CN(C)CCOC(=O)c1ccc2[nH]c3c(c2c1)CSCC3	0	-7	-1	-1	-1.9	-9	22	-0.2	-0.7	-1

High-throughput results: PubChem, several laboratories
